Tn6 DDE FP = inhibitors of Tn6 peptide binding to human fibrin DD(E). AID 720509. hit rate 0.21% among 370,000. Fibrin DD(E) TRITC-Tn6 fluorescence polarization displacement. inhibition, % at 8.3 µM;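 active = inhibition above a per-campaign cutoff: mean of compounds within control limits plus 3 SD, cut at about 15% in these data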;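 also: 0% = median of all compound wells on the plate and 100% = blocking peptide control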
ASAP1 GAP inh = blocks human ASAP1-stimulated Arf1 GTP hydrolysis | inhibition, % at 16.5 µM | GDP FP detection | Q9ULH1 | hit rate 0.19% among 360,000; in the data active = inhibition above about 25%;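 also: 0% = vehicle with enzyme and substrate and 100% = no enzyme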
Target sequence (Q9ULH1 325-724 limits assumed): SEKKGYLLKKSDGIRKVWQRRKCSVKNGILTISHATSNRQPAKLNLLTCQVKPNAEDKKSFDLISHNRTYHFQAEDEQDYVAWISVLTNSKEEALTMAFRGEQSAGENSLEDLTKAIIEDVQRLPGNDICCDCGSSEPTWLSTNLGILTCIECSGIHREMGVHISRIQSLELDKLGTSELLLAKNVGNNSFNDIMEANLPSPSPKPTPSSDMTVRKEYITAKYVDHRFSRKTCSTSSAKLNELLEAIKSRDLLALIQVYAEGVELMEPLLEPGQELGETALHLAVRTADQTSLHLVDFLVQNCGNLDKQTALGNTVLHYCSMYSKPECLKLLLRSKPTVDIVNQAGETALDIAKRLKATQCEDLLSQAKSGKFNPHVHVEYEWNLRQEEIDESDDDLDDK
ADAM17 inh = inhibits human ADAM17 | recombinant ADAM17, EDANS/DABCYL FRET peptide cleavage | hit rate 0.83% among 370,000 | inhibition, % at 6.95 µM | AID 720648 | P78536;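 active = inhibition above the mean of compounds lying between control limits plus 3 SD, set per campaign, cut at about 8.5% in these data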;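 also: 0% = DMSO-only wells as the low control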
PLCg1 inh = blocks human PLC-gamma1 enzyme activity. hit rate 0.84% among 370,000. purified PLC-gamma1, fluorogenic substrate, fluorescence. inhibition, % at 12.2 µM. P19174; in the data active = inhibition above about 9.5%
ADAM10 inh = inhibits human ADAM10 | AID 720582 | recombinant ADAM10, EDANS/DABCYL FRET peptide cleavage, 3 h | hit rate 0.62% among 370,000 | inhibition, % at 7 µM | O14672;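 active = inhibition above a per-campaign cutoff equal to the mean of compounds falling between control-based bounds plus 3 SD, cut at about 20% in these data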;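 also: 0% = DMSO wells while the 100% control is not disclosed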
Tn7 DDE FP = inhibitors of Tn7 peptide binding to human fibrin DD(E); FP displacement of FITC-Tn7 peptide from fibrin DD(E); 0% = median of compound wells per plate; inhibition, % at 8.3 µM; hit rate 0.13% among 370,000; AID 720508;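 active = inhibition above the mean of compounds falling within the control limits plus 3 SD of them, cut at about 14% in these data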;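 also: 0% = plate median of compound wells and 100% = 10 µM Aha-Tn7 peptide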
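Assay system: Human fibrin DD(E) protein | Medium: Tris buffer with calcium and detergent, pH 7.8 | Reagent: 0.1 µM fluorescent Tn7 | Compound dosing: Single point at 8.3 µM | Times: 10 min preincubation, 3 h with tracer, room temperature | Detection: Fluorescence polarization of the labelled Tn7 tracer | Controls: Aha-Tn7 high control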
TDP2 inh = TDP2 (human) inhibition, absorbance primary screen. O95551. recombinant TDP2, T5PNP hydrolysis, p-nitrophenol absorbance 415 nm. inhibition, % at 12.8 µM. hit rate 0.34% among 370,000. AID 720702;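 active = inhibition above the mean of all tested compounds plus 3 SD, set per campaign, cut at about 25% in these data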;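 also: 0% = DMSO with enzyme and 100% = buffer with substrate but no TDP2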
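Assay system: recombinant human TDP2 / Reagent: T5PNP substrate at 5 mM, a TopII-DNA adduct mimic / Measured by: epi absorbance from released p-nitrophenol / Evaluation: % inhibition relative to enzyme-containing and enzyme-free wells / Control set: enzyme-free and DMSO wells / Replicates: each compound tested once, singlicate / Schedule: enzyme reaction with compound for 2 h at 37 °C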
LEDGF integ inh = blocks HIV-1 LEDGF/p75-dependent DNA integration; TR-FRET IN-LEDGF/p75 DNA integration, Eu/Cy5; hit rate 0.64% among 370,000; inhibition, % at 3.7 µM;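 active = inhibition above the screen-wide mean plus 3 SD, cut at about 13% in these data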;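 also: signal is the Cy5 over europium emission ratio at 671 and 618 nm; 0% = plate median of compound wells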
ARFGAP1 inhibitor = inhibits rat ARF GTPase activating protein 1; AID 651572; Arfgap1-stimulated ARF1 GTP hydrolysis, GDP FP detection; hit rate 0.26% among 360,000; inhibition, % at 16.5 µM;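 active = inhibition above a per-plate limit, mean inhibition of low control wells plus 3 SD, cut at about 25% in these data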;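 also: 0% = DMSO wells with enzyme and 100% = wells lacking Arfgap1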
Target sequence (Q62848 1-136 limits assumed): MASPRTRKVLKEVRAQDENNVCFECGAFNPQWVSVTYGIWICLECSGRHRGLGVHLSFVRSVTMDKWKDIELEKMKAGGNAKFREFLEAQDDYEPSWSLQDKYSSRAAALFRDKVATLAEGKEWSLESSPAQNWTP
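Material: truncated rat Arfgap1 GAP domain; Incubation: compound-enzyme preincubation 20 min, reaction 120 min, detection 60 min, 25 °C; Read-out: percent inhibition of Arfgap1-stimulated GTP hydrolysis; Technique: FP, GDP Alexa 633 tracer displaced from anti-GDP antibody, 620/688 nm; Controls: No-Arfgap1 wells (100%) versus DMSO full-reaction wells (0%); Replication: single well per compound.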
proKLK7 act = activators of human kallikrein-7 zymogen; activation, % at 7 µM; hit rate 0.9% among 370,000; P49862; purified proKLK7, EDANS-DABCYL substrate fluorescence; 100% is mature enzyme control, 0% vehicle; AID 652039;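 active = activation above the mean of all tested compounds plus 3 SD, computed per campaign excluding outliers beyond control limits, cut at about 13% in these data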
Target sequence (P49862 whole entry, looked up): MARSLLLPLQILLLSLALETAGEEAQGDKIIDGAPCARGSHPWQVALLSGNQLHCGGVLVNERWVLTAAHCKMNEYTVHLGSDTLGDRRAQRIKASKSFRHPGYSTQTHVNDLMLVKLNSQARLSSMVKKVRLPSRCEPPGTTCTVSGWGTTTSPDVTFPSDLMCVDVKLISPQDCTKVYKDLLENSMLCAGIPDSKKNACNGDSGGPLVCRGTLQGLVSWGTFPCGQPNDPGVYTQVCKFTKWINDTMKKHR
* hit, by the source's call; i = inactive; · = no result given.

SMILES	Tn6 DDE FP	ASAP1 GAP inh	ADAM17 inh	PLCg1 inh	ADAM10 inh	Tn7 DDE FP	TDP2 inh	LEDGF integ inh	ARFGAP1 inhibitor	proKLK7 act
CC(C(=O)NCCC1=CCCCC1)c1ccc([N+](=O)[O-])cc1 (configuration not stated)	-2	10	-1	1	5	-4	-1	1	0	-0.3
CC(C)CCNC(=O)Cc1c(C(=O)O)[nH]c2ccc(Cl)cc12	-4	-18	1	3	10	3	-4	-2	-2	-0.2
CCN(c1ccccc1)S(=O)(=O)c1ccc(Cl)c(NC(=O)CN2CCN(C)CC2)c1	3	0	-3	3	-8	0	2	-3	-2	-0.3
CC/C(O)=C(/C#N)c1nnc2n1CCCCC2	2	9	-3	0	-1	-2	11	-1	3	0.5
O=S1(=O)CCC(NS(=O)(=O)c2cccc3cccnc23)C1 (configuration not stated)	0	10	0	4	10	-2	-3	1	3	0.2
COCCNC(=O)C1(C)CCCN(Cc2cccc(OC(=O)c3ccccc3)c2)C1 (configuration not stated)	-6	1	-2	-1	1	-4	1	-2	-5	0.7
CC(C)C1NCCc2c1sc1ccccc21 (configuration not stated)	3	4	2	6	3	2	-2	2	1	0.3
COc1ccc(S[C@]2(C(=O)N3CCN(c4ncccn4)CC3)CC(=O)N(c3ccsc3)[C@@H]2c2ccc(OC)cc2)cc1	2	·	4	0	4	-4	4	-1	·	-0.3
S=C(NCC1CCCO1)NC12CC3CC(CC(C3)C1)C2 (configuration not stated)	-7	6	1	0	5	3	5	5	10	1.1
COc1ccc(/C=C(/NC(=O)c2ccc(Br)cc2)C(=O)Nc2cccc(C(=O)O)c2)cc1	6	-1	1	2	-10	1	2	6	4	0.2
O=c1cc(CO)occ1OCc1ccccc1	-3	3	1	2	5	-5	-13	0	11	0.3
Cc1cccc(/C=N/n2c(-c3ccncc3)n[nH]c2=S)c1	9	6	11*	0	10	-2	-15	3	4	-0.2
Cc1cc2cc3c(cc2nc1SCc1ccccn1)OCCO3	6	2	1	3	-1	-3	-2	2	0	0.6
O=C(O)CCCCCN1C(=O)/C(=C\c2ccc(-c3ccc(Cl)cc3)o2)SC1=S	2	6	-3	3	-1	-4	16	-3	-13	-1.0
CCOc1ccccc1NC(=O)Cc1coc2cc(C)ccc12	0	-2	-3	0	-6	1	-2	0	-1	-0.5
CCCCCCCCN1C(=O)[C@H](CC(=O)NCc2ccccc2)C[C@@]2(C(=O)OC)CC(C)(C)CC=C12	3	-4	2	4	5	12	-5	1	8	0.4
O=C(N/N=C/c1ccc(Cl)cc1)c1ccc2nc[nH]c2c1	4	-12	-1	0	-2	5	7	3	10	0.5
COc1ccc(-c2nnc(SCC(=O)NCC3CCCO3)o2)cc1 (configuration not stated)	-1	-11	-6	2	-2	-1	-12	0	15	0.1
COc1ccc(Cl)cc1Cn1c(C)c(C(=O)NCc2ccccc2C(F)(F)F)sc1=O	-14	0	-2	6	7	4	9	3	-4	0.8
Cc1ccc(S(=O)(=O)c2ccsc2NC(=O)c2ccccc2)cc1	11	-3	-2	2	-3	9	5	0	-14	-0.1
COC(=O)c1ccc(/C=N/N2CCN(Cc3ccccc3)CC2)cc1	-4	20	-5	0	-2	-7	3	0	4	0.7
CCCCCn1c(C)c2c(OCC)cccc(=O)c2c1C	-2	10	-5	-8	5	-4	8	8	7	-0.1
N=c1ccn(Cc2ccc(Cl)c(Cl)c2)cc1	0	-3	-2	1	-2	-3	-6	-1	-8	0.2
Cn1c(=O)c2ncn(CC(=O)O)c2n(C)c1=O	-5	5	-7	6	-8	5	-11	-2	-3	0.5
COc1ccc(OC(C)C(=O)Nc2ccccc2F)cc1 (configuration not stated)	-1	7	-1	2	2	4	-6	1	-6	-0.5
COc1ccccc1/C=N/N1C(=O)c2cccc3cccc(c23)C1=O	9	-17	0	-4	3	9	3	-2	5	-0.2
Cc1ccc(NC(=O)c2nc[nH]c2C(=O)NCCCCCNC(=O)OC(C)(C)C)cc1	-4	2	-1	3	-3	6	-1	0	9	0.3
O=C(Nc1ccccc1)c1ccccc1NC(=O)c1ccccc1C(=O)O	3	1	-10	-14	-25	-4	17	-1	1	0.3
CC(C)C(=O)NC(NC(=S)Nc1cccc2cccnc12)C(Cl)(Cl)Cl (configuration not stated)	-3	-2	0	2	-9	2	-7	-4	3	0.6
Cc1ccc(OCCNC(=O)c2ccccc2OCc2c(C)noc2C)cc1	-7	0	-7	1	-1	4	3	-2	11	0.1
CO/N=C/C(C#N)=C/c1cc(C(=O)c2ccccc2)cn1C	-1	10	5	-24	-4	-8	-12	3	-2	0.3
CCc1cccc2c(C(=O)C(F)(F)F)cn(CC(=O)N3CCOCC3)c12	4	-9	-2	0	3	11	-4	-3	-8	0.1
COc1ccc(/C=C2/C(=O)N(Cc3ccccc3)N=C2C)cc1	6	-18	-2	2	-5	4	71*	4	-5	-0.6
O=C(O)c1ccc(Cn2cnc3sc4c(c3c2=O)CCCC4)cc1	-11	-6	2	0	7	-1	3	0	7	-0.1
COC(=O)[C@H](CC(C)C)N1Cc2nnn(Cc3ccc(C)cc3)c2-c2cc(F)ccc2S1(=O)=O	-7	·	10*	6	14	-11	-13	6	·	0.6
CCN1CCN(CC(=O)N2N=C(c3cccs3)CC2c2ccc(F)cc2)C(=O)C1=O (configuration not stated)	-5	13	-11	-10	-10	0	-1	-3	1	0.1
COc1ccc(C(C(=O)NCC2CCCO2)N(C(=O)Cn2nnc3ccccc32)c2ccccc2C(C)=O)cc1OC (configuration not stated)	-3	-2	-2	-4	-9	1	16	-2	-1	0.2
COc1ccc(S(=O)(=O)NCCc2cn3nc(C)c(C)nc3n2)cc1F	3	-11	-357	i	i	1	3	-7	5	20*
Cc1cc(-c2nc(C)c(C(=O)NN)s2)no1	-2	0	-2	-6	5	4	-10	-4	3	-1.6
COc1ccc(CC(=O)Nc2c3c(nn2-c2cccc(C)c2C)CS(=O)C3)cc1OC (configuration not stated)	-2	-2	-2	2	3	-8	6	-3	9	0.5

Shown with values under each structure: entries from further up.
Order of results: Tn6 DDE FP	ASAP1 GAP inh	ADAM17 inh	PLCg1 inh	ADAM10 inh	Tn7 DDE FP	TDP2 inh	LEDGF integ inh	ARFGAP1 inhibitor	proKLK7 act
> COC(=O)c1ccc(/C=N/N2CCN(Cc3ccccc3)CC2)cc1
 : -4	20	-5	0	-2	-7	3	0	4	0.7
> CCCCCn1c(C)c2c(OCC)cccc(=O)c2c1C
 : -2	10	-5	-8	5	-4	8	8	7	-0.1
> N=c1ccn(Cc2ccc(Cl)c(Cl)c2)cc1
 : 0	-3	-2	1	-2	-3	-6	-1	-8	0.2
> Cn1c(=O)c2ncn(CC(=O)O)c2n(C)c1=O
 : -5	5	-7	6	-8	5	-11	-2	-3	0.5
> COc1ccc(OC(C)C(=O)Nc2ccccc2F)cc1 (configuration not stated)
 : -1	7	-1	2	2	4	-6	1	-6	-0.5
> COc1ccccc1/C=N/N1C(=O)c2cccc3cccc(c23)C1=O
 : 9	-17	0	-4	3	9	3	-2	5	-0.2
> Cc1ccc(NC(=O)c2nc[nH]c2C(=O)NCCCCCNC(=O)OC(C)(C)C)cc1
 : -4	2	-1	3	-3	6	-1	0	9	0.3
> O=C(Nc1ccccc1)c1ccccc1NC(=O)c1ccccc1C(=O)O
 : 3	1	-10	-14	-25	-4	17	-1	1	0.3
> CC(C)C(=O)NC(NC(=S)Nc1cccc2cccnc12)C(Cl)(Cl)Cl (configuration not stated)
 : -3	-2	0	2	-9	2	-7	-4	3	0.6
> Cc1ccc(OCCNC(=O)c2ccccc2OCc2c(C)noc2C)cc1
 : -7	0	-7	1	-1	4	3	-2	11	0.1

Continued:
SMILES	Tn6 DDE FP	ASAP1 GAP inh	ADAM17 inh	PLCg1 inh	ADAM10 inh	Tn7 DDE FP	TDP2 inh	LEDGF integ inh	ARFGAP1 inhibitor	proKLK7 act
COc1ccc(CSc2nc(CSC)cc(N3CCOCC3)n2)cc1	4	5	-2	0	5	6	-5	-6	5	0.5
COC(=O)c1ccc(Cl)c(NC(=O)CSc2nnc(-c3ccncc3)o2)c1	-1	7	-3	1	3	-1	-1	2	-13	0.1
COCCNS(=O)(=O)c1cccc2cccnc12	-3	1	-2	1	1	-6	-5	5	-10	0.2
O=C(/C=C/N1CCOCC1)c1cc2ccccc2o1	-3	-2	0	-10	8	-2	2	3	4	-0.6
O=C(Nc1ccc2nc(-c3ccccc3)[nH]c2c1)c1ccco1	-13	3	-16	-57	-63	0	9	2	-4	1.4
COc1cc([N+](=O)[O-])ccc1NC(=O)CCCOc1cccc(C)c1	6	-3	1	2	4	-2	12	2	-3	0.3
COc1cc(CNCc2cccs2)ccc1OCc1ccccc1	2	-5	0	7	7	-7	-22	1	-2	0.2
Cc1ccc(-n2nnnc2SCn2nnc3ccccc3c2=O)c(C)c1	2	6	-1	-1	-21	0	-10	-2	-4	-0.4
CN1CCc2c(sc3nc(SCC(=O)N4CCOCC4)nc(N)c23)C1	0	7	-158	-63	i	-12	-12	0	-3	-1.0
O=C(OCc1ccccc1C(F)(F)F)c1ccc(Br)c(S(=O)(=O)N2CCOCC2)c1	0	2	0	0	1	-5	0	1	2	0.6
O=C(CN1C(=O)NC2(CCCCC2)C1=O)Nc1cc(C(F)(F)F)ccc1N1CCCC1	-5	-15	2	-3	-6	5	-5	1	0	-0.1
COc1ccccc1N(C)S(=O)(=O)c1ccc(C(=O)OCC(=O)N2CCCCCC2)cc1	-1	6	-1	6	-3	6	-2	3	-8	-0.3
COc1ccc(/C=C/c2nc(C)c(-c3ccccc3)c(=O)[nH]2)cc1OC	6	3	-9	-20	-12	0	3	0	-1	-0.1
CCOC(=O)c1c(NC(=O)CSc2nnc3c(Cl)cc(Cl)cn23)sc2c1CCC2	8	3	1	-3	-6	3	-6	-2	-15	-0.5
Cc1ccccc1OCC(=O)NNC(=O)c1ccc(-n2cncn2)c([N+](=O)[O-])c1	1	1	-1	0	-3	-4	0	3	-2	0.3

Compound activity (PubChem)
